GSTO1 counter – inhibitors of recombinant GSTO1, primary screen, counter-screen for RBBP9 inhibitor project, biochemical, fluorescence polarization. Glutathione S-transferase omega-1 (Homo sapiens), P78417. activity-based probe fluorescence polarization. inhibition, % at 5.96 µM. hit rate 1.1% among 300,000. AID 1974, 2009;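 active means inhibition above the campaign mean inhibition plus 3 SD, cut at about 35% in these data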;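 further: 0% = GSTO1-1 with DMSO and 100% = wells lacking GSTO1-1 enzyme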
Target sequence (P78417 whole entry, looked up): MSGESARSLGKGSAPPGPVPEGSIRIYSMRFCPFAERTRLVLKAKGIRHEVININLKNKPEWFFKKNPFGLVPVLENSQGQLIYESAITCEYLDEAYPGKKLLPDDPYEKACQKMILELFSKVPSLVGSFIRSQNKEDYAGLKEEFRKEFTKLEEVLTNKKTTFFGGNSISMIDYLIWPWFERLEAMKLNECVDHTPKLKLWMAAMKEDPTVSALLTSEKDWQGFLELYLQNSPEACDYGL
GLD-1 TGE inh – GLD-1/TGE RNA complex disruptors, primary screen, biochemical, fluorescence polarization. purified GLD-1 + fluorescein TGE RNA. inhibition, % at 5.96 µM. hit rate 0.44% among 320,000;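 active means percent inhibition above a per-plate cutoff, the plate mean of test compounds plus 3 SD, cut at about 30% in these data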;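 further: 0% = DMSO wells with GLD-1 and probe and 100% = wells lacking GLD-1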
PAD4 FP inh – human PAD4 inhibitors, primary screen, biochemical, fluorescence polarization, 1536-well format; Protein-arginine deiminase type-4 (Homo sapiens), Q9UM07; recombinant PAD4, RCA probe fluorescence polarization; inhibition, % at 6.36 µM; hit rate 0.41% among 330,000;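 active means percent inhibition above a cutoff equal to the mean of all tested compounds plus 3 SD, cut at about 15% in these data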;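 further: 0% = PAD4 with RCA probe and DMSO and 100% = probe without PAD4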
PME-1 inh – PME-1 inhibitors via competitive probe labeling, primary screen, biochemical, fluorescence polarization, FP-Rh probe, HTS | inhibition, % at 5.9 µM | recombinant PME-1 | hit rate 0.53% among 320,000;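 active means inhibition above the campaign mean of all compounds plus 3 SD, cut at about 26% in these data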;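 further: competitive labeling of PME-1 active site by serine hydrolase directed probe; 0% = PME-1 with DMSO and 100% = wells lacking PME-1 enzyme; inhibitors block probe labeling so polarization falls and inhibition rises; many of its hits are not listed in these tables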
Bcl-xL primary – inhibitors of human Bcl-xL, primary screen, biochemical, fluorescence polarization, HTS; Bcl-2-like protein 1 (Homo sapiens), Q07817; GST-Bcl-xL / FITC-Bim BH3 peptide fluorescence polarization; inhibition, % at 10.9 µM; hit rate 0.7% among 320,000; AID 2129, 2009;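 active means inhibition above the mean of all tested compounds plus 3 SD, cutoff set per campaign, cut at about 30% in these data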;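 further: 0% = DMSO wells and 100% = unlabeled Bim-BH3 peptide competitor; inhibitors lower millipolarization by displacing the labeled peptide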
Target sequence (Q07817 whole entry, looked up): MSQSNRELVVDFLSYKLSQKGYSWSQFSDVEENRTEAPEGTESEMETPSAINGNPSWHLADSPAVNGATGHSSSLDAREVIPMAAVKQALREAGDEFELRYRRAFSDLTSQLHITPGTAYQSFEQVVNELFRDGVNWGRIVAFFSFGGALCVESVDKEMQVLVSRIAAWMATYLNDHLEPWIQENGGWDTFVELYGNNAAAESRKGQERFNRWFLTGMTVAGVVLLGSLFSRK
MEX-5 binding – MEX-5 zinc finger RNA-binding disruptors – biochemical, C. elegans, fluorescence polarization, MLPCN library, primary screen; hit rate 0.38% among 300,000; Zinc finger protein mex-5 (Caenorhabditis elegans), Q9XUB2; AID 1832, 2009; MEX-5/FITC-TCR2 RNA binding; hits give low values; activity score (negative = inhibition of binding), % at 10 µM;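 active means inhibition past about -25% in most replicates, and total fluorescence under double the plate's negative control median, limit read from the data; inconclusive means replicates evenly split on the limit, or fluorescence at least double controls; inactive means too little inhibition in most replicates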;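 further: 0% = DMSO and -100% = 5 µM competing unlabeled TCR2 RNA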
TPT1 inhibitor – Candida albicans TPT1 enzyme inhibitors, primary screen, biochemical, fluorescence polarization; tRNA 2'-phosphotransferase TPT1 (Candida albicans SC5314); recombinant caTPT1, FP RNA substrate dephosphorylation; inhibition, % at 5 µM; hit rate 0.81% among 300,000;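 active means inhibition above the mean of all tested compounds plus 3 SD, set per screening campaign, cut at about 24% in these data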;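 further: plate controls were DMSO alone for no effect and ferristatin control at 100 nM for full effect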
MCL1 BIM primary – inhibitors of MCL1 binding to BIM-BH3, primary screen, biochemical, fluorescence polarization; hit rate 0.68% among 320,000; inhibition, % at 10.9 µM; GST-MCL1 / FITC-Bim-BH3 fluorescence polarization;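 active means inhibition above the mean inhibition of all tested compounds plus 3 SD, set per campaign, cut at about 40% in these data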;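 further: 0% = DMSO wells and 100% = unlabeled Bim-BH3 peptide control; higher means more loss of mP so more displacement of Bim peptide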
Target sequence (Q07820 whole entry, looked up): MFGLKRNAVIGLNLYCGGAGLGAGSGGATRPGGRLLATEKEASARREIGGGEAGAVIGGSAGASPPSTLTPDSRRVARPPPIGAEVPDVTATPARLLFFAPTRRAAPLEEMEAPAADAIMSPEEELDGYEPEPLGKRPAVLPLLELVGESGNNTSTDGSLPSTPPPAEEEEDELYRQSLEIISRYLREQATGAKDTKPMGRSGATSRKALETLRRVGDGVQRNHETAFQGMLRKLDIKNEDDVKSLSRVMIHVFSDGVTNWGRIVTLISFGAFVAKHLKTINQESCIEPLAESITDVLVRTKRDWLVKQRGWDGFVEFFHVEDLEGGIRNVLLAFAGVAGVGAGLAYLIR
Fam108B counter – mouse Fam108B serine hydrolase inhibitors, primary screen, counter-screen for RBBP9 inhibitor project, biochemical, fluorescence polarization; recombinant Fam108B, FP-Rh probe fluorescence polarization; inhibition, % at 9.51 µM; hit rate 0.33% among 300,000; AID 1947, 2009;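 active means inhibition above the screen mean inhibition plus 3 SD, computed separately per campaign, cut at about 18% in these data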;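 further: inhibitors lower polarization as less probe binds the enzyme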
Active calls of the source: *; ? = inconclusive; nt = no result given. Not all compounds are listed; rates above refer to the full screens.

#1 C#CCOCCOCCOCCNc1nc(N2CCN(C(=O)CCCCCCCCCCNC(=O)[C@H](CCCCN)n3cc(C)nn3)CC2)nc(N2CCN(C(=O)CCCCCCCCCCNC(=O)[C@H](CO)n3cc(CCCSC)nn3)CC2)n1
#2 c1ccc2cc(CNCc3cccc4ccccc34)ccc2c1
#3 COC(=O)c1ccsc1NC(=O)CN1CCN(c2ccc(F)cc2)CC1
#4 O=C(Nc1c(C(=O)N2CCOCC2)cnn1-c1ccccc1Cl)c1ccco1
#5 CCCc1cc(=O)oc2cc(OCC(=O)NCc3cccs3)ccc12
#6 CC1(c2ccc(Cl)cc2)NC(=O)N(CC(=O)Nc2ccc(F)cc2)C1=O (configuration not stated)

assay / entry	1	2	3	4	5	6
GSTO1 counter	4	3	3	4	0	-4
GLD-1 TGE inh	-5	-1	1	6	8	-7
PAD4 FP inh	6	1	4	-3	-2	0
PME-1 inh	-1	-1	-1	0	3	3
Bcl-xL primary	10	-3	7	6	2	-1
MEX-5 binding	nt	1.0	-0.4	-1.1	-0.3	0.9
TPT1 inhibitor	1	-3	-3	-2	-1	-1
MCL1 BIM primary	14	-3	-2	4	3	-12
Fam108B counter	-1	-1	10	-2	-3	-1

#7 COc1ccc(Br)cc1C(=O)N/N=C/c1cccnc1
#8 CCN1CCN(CC(=O)c2ccc(C)cc2)CC1
#9 COC(=O)c1ccccc1N(C)C(=O)C12CCC(C)(C(=O)O1)C2(C)C (configuration not stated)
#10 COc1cccc2cc(C(=O)N3CCC(C)CC3)c(=O)oc12
#11 CCOC(=O)C(=N/O)/C(C)=N/NC(=O)C(=O)Nc1cc(Cl)ccc1Cl
#12 Cc1ccc(Nc2nc(Oc3ccc(OCc4ccccc4)nn3)nc(N3CCOCC3)n2)cc1

assay / entry	7	8	9	10	11	12
GSTO1 counter	-2	0	1	4	31	2
GLD-1 TGE inh	-4	-10	0	5	4	-4
PAD4 FP inh	-1	1	-5	-2	2	-3
PME-1 inh	-4	3	0	5	-10	3
Bcl-xL primary	2	5	5	0	0	1
MEX-5 binding	0.7	0.3	-1.1	-2.6	2.9	3.7
TPT1 inhibitor	-1	-2	1	-3	0	-3
MCL1 BIM primary	6	-2	11	1	5	0
Fam108B counter	-6	2	-2	4	3	-8

#13 COC(=O)c1ccc(-c2noc(CN(Cc3nccn3C)C(C)C)n2)cc1
#14 C=C1CCN([C@@H](CC(C)C)C(=O)NCCC(C)C)S(=O)(=O)c2ccccc21
#15 CCCOc1ccc(CSc2nnc(CCC)n2N)cc1
#16 CCCn1nc(C(=O)NCC2COc3ccccc3O2)c2ccccc2c1=O (configuration not stated)
#17 COc1ccc(/C(C)=N/NC(=O)Cc2ccc(Cl)cc2)cc1
#18 Cc1cc(C)n2nc(CC(=O)NNC(=O)c3ccccc3Cl)nc2n1

assay / entry	13	14	15	16	17	18
GSTO1 counter	-2	1	3	nt	1	5
GLD-1 TGE inh	-3	5	0	0	-2	-5
PAD4 FP inh	-2	-2	-1	1	-5	-7
PME-1 inh	0	-1	3	0	-2	4
Bcl-xL primary	1	-3	-3	1	4	6
MEX-5 binding	0.6	-1.0	-2.2	nt	0.9	-1.7
TPT1 inhibitor	0	5	-5	nt	4	0
MCL1 BIM primary	0	0	-2	-5	0	0
Fam108B counter	1	2	-3	nt	-7	-3

#19 CCC(C)(C)n1nnnc1C(c1ccccc1)N1CCc2ccccc2C1 (configuration not stated)
#20 COc1ccc(/C=C(/NC(=O)c2ccc(Br)cc2)C(=O)N2CCOCC2)cc1
#21 Cc1ccc(CC(=O)Nc2ccc(F)c([N+](=O)[O-])c2)cc1
#22 O=C(COc1ccc(Br)cc1)Nc1nnc(-c2cccnc2)s1
#23 CCOC(=O)CNC(=O)CSc1nnc(C)c(=O)[nH]1
#24 C=CCn1c(CSc2nc3ccccc3s2)nnc1SCC(=O)OCC

assay / entry	19	20	21	22	23	24
GSTO1 counter	2	-1	15	-3	-2	1
GLD-1 TGE inh	3	-3	3	-2	1	-1
PAD4 FP inh	-1	0	1	-1	2	0
PME-1 inh	-3	4	-1	-4	2	4
Bcl-xL primary	5	6	5	0	-2	1
MEX-5 binding	-0.3	-1.2	0.4	-3.6	0.3	0.1
TPT1 inhibitor	-1	-2	-4	3	4	-3
MCL1 BIM primary	3	-3	12	2	-9	2
Fam108B counter	-1	7	0	-1	1	-1

#25 CSc1cccc(CN(C)C(=O)C2CCC(=O)N(CCCN3CCCC3=O)C2)c1 (configuration not stated)
#26 NNC(=O)c1cc2cc(OC(F)(F)F)ccc2[nH]1
#27 Cc1ccc(Nc2nc(N)c([N+](=O)[O-])c(NCCO)n2)cc1
#28 Cc1ccc(S(=O)(=O)CC(=O)Nc2nc3ccccc3s2)cc1
#29 Cc1ccccc1NC(=O)NC1CCCCC1C (configuration not stated)
#30 Cc1cc(C)nc(NS(=O)(=O)c2ccc(NC(=S)NC(=O)C3CCCC3)cc2)n1

assay / entry	25	26	27	28	29	30
GSTO1 counter	4	-23	0	0	2	1
GLD-1 TGE inh	-7	-17	2	-7	2	-4
PAD4 FP inh	-6	-5	6	-3	-2	0
PME-1 inh	6	-12	2	1	-1	7
Bcl-xL primary	0	-2	6	-3	8	0
MEX-5 binding	nt	2.2	-1.0	0.6	1.0	-0.5
TPT1 inhibitor	-1	4	-2	0	2	-3
MCL1 BIM primary	1	3	2	-6	5	5
Fam108B counter	2	-6	-1	0	-1	5

#31 Cc1cccc(NS(=O)(=O)c2nnc(NC(=O)C3CCCCC3)s2)c1
#32 CCc1ccc(N(C(=O)c2snc(C(N)=O)c2N)C(C(=O)NCC2CCCO2)c2cccs2)cc1 (configuration not stated)
#33 O=C(Cc1ccccc1)Nc1ccc(N2CCOCC2)cc1N1CCOCC1
#34 COc1ccc(/C=N/Nc2ncc(-c3ccccc3)cn2)c(OC)c1
#35 Cc1ccccc1-c1nnc2c3ccccc3c(C)nn12
#36 O=C(C1CC(=O)N(c2ccc(Cl)cc2)C1)N1CCOCC1 (configuration not stated)

assay / entry	31	32	33	34	35	36
GSTO1 counter	-37	6	4	1	-3	4
GLD-1 TGE inh	8	5	3	4	-1	8
PAD4 FP inh	2	-3	-7	1	-2	-3
PME-1 inh	-8	-4	1	10	0	-3
Bcl-xL primary	-6	0	-1	1	5	5
MEX-5 binding	1.7	-4.3	?	-1.0	1.1	0.6
TPT1 inhibitor	-5	2	-4	-5	1	-7
MCL1 BIM primary	-5	2	-6	-5	0	4
Fam108B counter	-8	-2	0	4	-1	3

#37 Cc1cc(C)n2c3c(c(C#N)c2n1)CCCC3
#38 O=[N+]([O-])c1ccc(/C=N/Nc2nc(N3CCCC3)nc(N3CCCC3)n2)o1
#39 C=CCNS(=O)(=O)c1nc(C)c(Cl)c(C)c1C#N
#40 C=CCn1c(=O)c2ccccc2n2c(SCC(=O)Nc3cc(C)on3)nnc12
#41 CC(=O)c1nn(-c2cccc(Br)c2)cc1C(=O)c1ccc2ccccc2c1
#42 CC1Oc2ccccc2N(CC(=O)Nc2ccc(F)cc2)C1=O (configuration not stated)

assay / entry	37	38	39	40	41	42
GSTO1 counter	-4	17	-3	-3	2	0
GLD-1 TGE inh	-13	1	-1	2	2	4
PAD4 FP inh	1	-12	-4	3	-3	-2
PME-1 inh	-1	5	3	3	0	-1
Bcl-xL primary	-6	2	-4	4	-6	7
MEX-5 binding	3.1	-5.0	-1.8	-1.6	0.3	-4.3
TPT1 inhibitor	10	8	-6	2	-2	4
MCL1 BIM primary	-5	-1	-4	0	-3	3
Fam108B counter	3	2	0	3	2	-3

#43 COc1cccc(-c2nc(-c3ccc(NC(=O)c4cccnc4)cc3)no2)c1
#44 O=C(c1ccccc1)c1cc([N+](=O)[O-])ccc1N1CCOCC1
#45 N#Cc1c(C(F)(F)F)cc(-c2ccccc2)[nH]c1=O
#46 CCNc1nnc(CSc2nc3ccccc3s2)s1
#47 COc1ccc(OC)c(-n2c(SCC(C)=O)nnc2-c2cccc(S(=O)(=O)N(C)C)c2)c1
#48 COc1ccc(CNC(=O)c2ccccc2NS(C)(=O)=O)cc1

assay / entry	43	44	45	46	47	48
GSTO1 counter	-3	-5	-5	1	-1	7
GLD-1 TGE inh	0	1	3	5	0	-4
PAD4 FP inh	1	-7	-2	3	3	-4
PME-1 inh	-7	0	-5	-2	6	-1
Bcl-xL primary	3	-3	1	2	-6	7
MEX-5 binding	-2.1	-1.5	1.7	-1.0	-1.4	0.9
TPT1 inhibitor	-7	0	-1	0	3	-5
MCL1 BIM primary	1	-12	1	-2	-1	-2
Fam108B counter	-6	-6	-1	-1	0	-2

#49 COc1cccc(-n2nnnc2SCC(=O)NCc2ccc3c(c2)OCO3)c1
#50 CSc1ccc(/C=N/Nc2nc(C)cc(C)n2)cc1
#51 O=C(Nc1ccccc1Br)c1ccccc1-c1ccccc1
#52 CN(C(=O)COC(=O)Cc1c[nH]c2ccccc12)c1c(N)n(Cc2ccccc2)c(=O)[nH]c1=O

assay / entry	49	50	51	52
GSTO1 counter	-4	-4	-7	nt
GLD-1 TGE inh	8	1	0	-2
PAD4 FP inh	-8	-2	-1	0
PME-1 inh	-4	4	6	-2
Bcl-xL primary	-12	-3	2	0
MEX-5 binding	2.4	-1.7	2.6	nt
TPT1 inhibitor	-2	0	3	nt
MCL1 BIM primary	-4	1	6	-4
Fam108B counter	0	1	-1	nt

Three compounds out of the list above, sorted by their value in MEX-5 binding, lowest first:
| item | Structure | MEX-5 binding |
| --- | --- | --- |
| 30 | Cc1cc(C)nc(NS(=O)(=O)c2ccc(NC(=S)NC(=O)C3CCCC3)cc2)n1 | -0.5 |
| 36 | O=C(C1CC(=O)N(c2ccc(Cl)cc2)C1)N1CCOCC1 (configuration not stated) | 0.6 |
| 29 | Cc1ccccc1NC(=O)NC1CCCCC1C (configuration not stated) | 1.0 |

Screens from PubChem BioAssay.
